T cell HTS: T cell immune modulation candidate. 2C CD8+ T cell-vesicle binding, flow cytometry; stronger effect = lower value. calls only at 7 µM. 330,000 compounds, 0.068% hits;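 active means response, share of CD8 T cells binding vesicles, and their 90th percentile fluorescence all below set limits, cut at about 80% in these data, passing the limit was not always enough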
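Material: murine 2C transgenic CD8+ T lymphocytes / Also added: QL9-peptide-loaded Drosophila micro-vesicles bearing Ld, ICAM-1 and B7-1 / Schedule: binding step 1.5 h, 37 °C, antibody labelling 20 min, ice / Signal: flow cytometry, PE anti-B7-1 (FL2) versus Alexa647 anti-CD8 (FL8), PFA-fixed / Evaluation: percent CD8+ FL2 mean versus row control / Benchmarks: naked versus QL9-loaded vesicles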
Lipid droplet: hepatic lipid droplet formation modulation; inhibition, % at 6.5 µM; AML12 mouse hepatocytes, oleate lipid droplets, BODIPY imaging; 240,000 compounds, 0.4% hits;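 active means lipid droplet intensity inhibited by at least 50%, with more than 500 cells counted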
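Assay system: AML12 mouse liver cells | Compound: 6.5 µM single-point dosing | Schedule: Overnight exposure | Technique: Fluorescence imaging, 20x objective, two fields per well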
Dynein cargo inh: blocks dynein driven cargo transport along microtubules; z-score, hits read low; 3617.4 mouse cells, GR-EGFP nuclear translocation imaging; test concentration mostly 20 µM; stimulated with dexamethasone, 1 µM; stronger effect = lower value; 220,000 compounds, 0.47% hits;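 active means plate z-score of nuclear minus cytoplasmic receptor signal below a set negative limit, without overly bright fluorescence or cell loss, cut at about -3.5 in these data, passing the limit was not always enough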;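 further: z-score of nuclear minus cytoplasmic ring GR-EGFP intensity difference per well; some compounds called inactive have numbers as strong as hits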
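Medium: Induction medium lacking tetracycline, stripped serum | Probe or stimulus: 1.0 µM final dexamethasone stimulus | Schedule: 48 h induction, then 1 h compound, then 30 min agonist, 37 °C | Signal: Automated 10x imaging of fixed Hoechst-stained cells | Evaluation: Per-cell GR-EGFP intensity, nucleus versus surrounding cytoplasmic ring, well-averaged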
Myeloid diff 2: myeloid differentiation induction | 360,000 compounds, 1% hits | AID 624256 | calls only at 10 µM | ER-HoxA9 myeloid progenitors, lysozyme-GFP differentiation, flow cytometry;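 active means normalized GFP-positive differentiation at or above the plate's own cutoff, the solvent-only control mean plus 3 SD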;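 further: cells exposed to compound for four days before flow analysis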
Insulin prom up: MIN6 insulin promoter up-regulation; MIN6 insulin promoter-GFP reporter, high-content imaging; stronger effect = higher value; 190,000 compounds, 0.3% hits; AID 1625; z-score at 5 µM;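 active means z-score above 3 at 5 µM with at least 500 cells counted in the well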
TNAP activators: stimulation of alkaline phosphatase TNAP activity – biochemical, luminescent, no phosphate acceptor, uHTS, primary screen (AID 1001). activation fold at 20 µM; hits with a dose series show EC50 in µM. purified TNAP, luminescent activation assay, no phosphate acceptor; higher activation fold means a stronger effect. 200,000 compounds, 0.03% hits; in the data active means activation fold from about 3, or a potency from the dose series; inactive means the rest, 99 in 100 with activation fold below about 1.6; further: many of its hits are not listed in these tables
human PMI inhibition: MPI enzyme activity inhibition – biochemical, fluorescence intensity, coupled assay, primary screen (AID 1209). purified PMI enzyme, coupled fluorescence intensity; higher % means a stronger effect. inhibition, % at 20 µM; hits with a dose series show IC50 in µM. 190,000 compounds, 0.42% hits; in the data active means inhibition above about 50%;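 further: plate controls were DMSO vehicle for no effect and wells lacking substrate for full effect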
bCat nuc transl: alters nuclear translocation of beta-catenin in HeLa cells | immunofluorescence imaging | nuclear translocation activity, % at 5 µM | 190,000 compounds, 0.3% hits;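 active means nuclear translocation activity above 50% at 5 µM, with a well cell count of 50 or more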;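 further: per-cell ratio of nuclear to cytoplasmic median beta-catenin stain intensity; plate controls were DMSO negative control for no effect and GSK-3 inhibitor IX positive control for full effect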
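Assay system: human HeLa cells, native beta-catenin; doses: 5 µM primary, 0.02–20 µM confirmation; incubation: compound treatment 24 h, 37°C, 5% CO2; technique: fluorescence imaging of beta-catenin antibody stain plus DAPI; measure: % activation, nuclear-to-cytoplasmic median beta-catenin signal ratio per cell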
MT stabilizer: microtubule stabilizers in HeLa cells; AID 2205; % tubulin-high responders, % at 10 µM; 200,000 compounds, 0.83% hits; HeLa tubulin immunostaining HCS, 24 h; share of cells brighter than vehicle mean+2SD;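 active means plate Z-score above 3 for both tubulin-high and condensed-nucleus cell shares, with cell loss under 80%, at 10 µM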;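 further: anti alpha tubulin signal scored within the nucleus-defined area of each cell; some results filed as inactive read as strong as hits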
Dynein cargo inh cytoplasmic EGFP: recorded beside Dynein cargo inh, whose call it bears; z-score; measured here: cytoplasmic GR-EGFP intensity; stronger effect = higher value
Dynein cargo inh nuclear GR-EGFP: recorded beside Dynein cargo inh, whose call it bears; z-score; measured here: nuclear GR-EGFP intensity;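 lower value marks the stronger effect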
Dynein cargo inh cell count: also measured in Dynein cargo inh; calls as there; z-score; measured here: cell count per field
Insulin prom up cell count: recorded beside Insulin prom up, whose call it bears; cell count; measured here: cytotoxicity, nuclei count;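 total cells summed across four imaged fields per well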
Lipid droplet cells 6.5 µM: further read-out of Lipid droplet, marked with its call; cell count; measured here: cell count, cytotoxicity flag;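 cells counted across two imaged fields per well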
bCat nuc transl cell count 5 µM: further read-out of bCat nuc transl, marked with its call; cell count; measured here: cell count, cytotoxicity flag
T cell HTS vesicle-bound %: second read-out of T cell HTS, no call of its own (marks repeat the call); double positive events, %; measured here: CD8+ vesicle-bound cell fraction;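 binding gate set so that unloaded-vesicle control wells show 10% double positive cells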
MT stabilizer Hoechst-high %: further read-out of MT stabilizer, marked with its call; % Hoechst-high responders; measured here: nuclear condensation Hoechst responders;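 share of cells brighter than vehicle mean plus two SD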
MT stabilizer cytotoxicity %: second read-out of MT stabilizer, no call of its own (marks repeat the call); toxicity, %; measured here: cytotoxicity by cell density;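 0% = mean cell density of plate MIN control wells and 100% = no cells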
Myeloid diff 2 GFP+ MAC1+ %: second read-out of Myeloid diff 2, no call of its own (marks repeat the call); GFP+ MAC1+ double positive, %; measured here: differentiation confirmed by MAC1 staining
Active calls of the source: *; i = inactive; x = no result given.

SMILES	T cell HTS	T cell HTS vesicle-bound %	Lipid droplet	Lipid droplet cells 6.5 µM	Dynein cargo inh	Dynein cargo inh cytoplasmic EGFP	Dynein cargo inh nuclear GR-EGFP	Dynein cargo inh cell count	Myeloid diff 2	Myeloid diff 2 GFP+ MAC1+ %	Insulin prom up	Insulin prom up cell count	TNAP activators	human PMI inhibition	bCat nuc transl	bCat nuc transl cell count 5 µM	MT stabilizer	MT stabilizer Hoechst-high %	MT stabilizer cytotoxicity %
NS(=O)(=O)c1ccc(CCNC(=O)C2CCCCN2S(=O)(=O)c2ccccc2)cc1 (stereo not drawn)	i	44.2	x	x	0.208	-0.197	-0.141	0.458	i	0.9	1.03	1474	1	4.9%	-3.2	970	1.5	1.1	3.1
CCOc1ccc(N2C(=O)C3C(c4ccc(O)cc4)NC(CCSC)(C(=O)OC)C3C2=O)cc1 (stereo not drawn)	i	47.3	5.2	646	-2.08	0.3	-1.03	2.27	i	0.2	0.12	1469	1	2.4%	0.0	1558	3.8	2.2	5.7
CCN(CC)S(=O)(=O)c1cccc(NC(=O)COC(=O)c2ccc(Br)o2)c1	i	20.3	16.3	811	-0.476	-0.257	-0.159	0.84	i	1.2	-0.96	978	1.3	-3.9%	x	x	2.8	1.6	4.1
O=C(C1CCCO1)N1N=C(c2ccc(Br)cc2)CC1c1ccco1 (stereo not drawn)	i	53.3	4.2	634	0.244	-0.202	0.543	-0.757	i	2.9	-0.95	1357	1.1	-3.9%	-1.4	987	1.9	2.0	6.8
Cc1nn(-c2ccc(F)cc2)c(Cl)c1/C=N/NC(=O)c1ccc(O)cc1	i	42.7	-0.3	682	0.725	-0.0985	0.637	-0.93	i	0.3	-0.78	1604	1.1	15.0%	-0.7	1009	2.3	2.0	5.0
Cn1c(C(=O)O)ccc1S(=O)(=O)N(Cc1ccccc1)Cc1ccccc1	i	33.7	-0.9	771	0.158	-0.16	-0.106	1.05	i	0.6	0.11	1159	x	x	0.2	1328	x	x	x
COCCSc1ccccc1C(=O)N1CCN(c2ccccc2)CC1	i	57.6	-3.5	677	0.268	-0.314	0.405	0.377	i	0.8	0	1549	1.9	-2.9%	-2.1	1056	2.7	1.6	5.5
CCCCOc1ccc(-c2ncc(C(=O)OCC)c(N)n2)cc1	i	25.0	-1.4	748	-0.324	-0.24	-0.0605	1.56	i	6.5	0.18	1274	1.1	6.9%	-1.2	1051	2.3	1.9	59.9
COc1cccc(C2CC(c3c(-c4ccccc4)c4cc(Cl)ccc4[nH]c3=O)=NN2S(C)(=O)=O)c1OC (stereo not drawn)	i	19.8	-35.8	746	-0.979	0.0145	-0.342	0.208	i	1.1	-0.28	931	0.9	-6.4%	-4.6	988	3.2	1.9	2.8
O=C(c1cc2c(s1)-c1ccccc1OC2)N1CCc2ccccc2C1	i	19.0	7.6	736	1.54	-0.00279	2.18	-1.56	i	1.3	0.76	1197	1	0.7%	-1.6	574	2.9	4.1	11.1
COC(=O)C1=COC(OC2OC(CO)C(O)C(O)C2O)C2C1C=CC2(O)CO (stereo not drawn)	i	46.2	-16.2	714	-0.695	-0.732	-0.0608	-0.0326	i	1.4	-0.2	756	x	x	0.8	1075	x	x	x
Cc1ccc(NC(=O)CCC(=O)NCCO)cc1	i	32.6	11.1	768	-0.58	-0.0125	-0.0318	0.458	i	1.0	-0.17	863	1.1	-3.8%	x	x	1.1	0.8	2.5
CCCCSc1nnc(-c2ccccc2)c2ccccc12	i	34.4	6.0	653	0.347	-0.26	-0.0233	-0.0118	i	0.1	2.16	1425	1.1	20.6%	0.7	1222	4.2	2.1	6.8
Cc1ccc(CNC(=O)CCC(=O)c2cccs2)cc1	i	41.9	4.7	798	0.786	-0.202	1.08	0.321	i	0.5	0.27	916	1	9.5%	-7.9	1152	2.3	1.0	8.0
CCCc1ccc(C(=O)N2CCN(c3ccccc3OCC)CC2)cc1	i	46.4	-23.2	687	0.99	-0.256	0.393	0.632	i	1.0	0.35	1869	1.1	10.3%	-1.9	1070	1.9	1.6	3.2
CCS(=O)(=O)N1Cc2ccccc2CC1C(=O)Nc1nnc(C2CC2)s1 (stereo not drawn)	i	22.2	15.2	674	0.605	-0.164	-0.274	0.426	i	0.6	-0.53	1633	1.1	-1.4%	-3.8	1098	2.2	1.9	4.3
Nc1nc(-c2ccc3c(c2)CCC(=O)N3)cs1	i	11.2	2.1	622	0.169	-0.315	0.358	-0.0984	i	0.7	-0.16	1292	1	-4.8%	4.5	829	5.7	2.5	6.1
CCOC(=O)c1ccc(S(=O)(=O)Nc2nc3cc(S(=O)(=O)NC4=NCCCCC4)ccc3s2)cc1	i	40.2	5.3	681	1.12	-0.273	0.844	-0.0489	i	0.4	0.56	1237	1.1	0.3%	-1.1	1082	6.0	2.4	12.9
Cc1ccc(NC(=O)Cn2sc3nc(C)cc(C)c3c2=O)c(Cl)c1	i	5.0	20.1	725	-0.984	-0.223	-0.423	0.425	i	0.2	0.37	1133	x	x	-1.4	1252	x	x	x
COc1ccc(S(=O)(=O)Nc2ccc(F)cc2)c(C)c1C	i	39.7	x	x	0.355	-0.191	0.31	-0.49	i	0.8	0.2	1372	1.1	1.6%	-0.5	1434	3.8	2.7	8.7
Cc1ccc(N(CC(=O)NC2CC3CCC2C3)S(C)(=O)=O)cc1C (stereo not drawn)	i	52.4	x	x	-0.375	-0.223	-0.202	1.03	i	0.9	1.04	1005	1.1	-3.9%	-1.9	1220	3.3	5.1	8.8
Cc1ccc(NC(=S)N2CCN(Cc3ccc4c(c3)OCO4)CC2)c(C)c1	i	24.7	x	x	-0.637	-0.23	0.0519	0.802	i	0.5	x	x	x	x	x	x	3.2	1.3	8.5
CCOC(=O)c1cc(NC(=O)SCC(=O)O)c(C)nc1C	i	12.3	4.7	705	-0.152	0.291	0.38	0.482	i	1.0	-0.24	1282	0.8	-1.9%	x	x	3.9	2.3	3.5
CN(C(=O)COc1ccccc1)c1nnc(-c2cccnc2)s1	i	29.7	8.4	790	0.23	-0.276	0.371	0.166	i	0.2	0.34	738	1.1	5.2%	0.9	987	6.2	2.6	2.8
Cn1c(Oc2ccccc2)c(C=O)c2ccccc21	i	43.1	x	x	-0.491	-0.227	-0.362	0.164	i	0.6	x	x	1.1	-2.0%	x	x	3.3	2.2	7.7

Additional results
SMILES	T cell HTS	T cell HTS vesicle-bound %	Lipid droplet	Lipid droplet cells 6.5 µM	Dynein cargo inh	Dynein cargo inh cytoplasmic EGFP	Dynein cargo inh nuclear GR-EGFP	Dynein cargo inh cell count	Myeloid diff 2	Myeloid diff 2 GFP+ MAC1+ %	Insulin prom up	Insulin prom up cell count	TNAP activators	human PMI inhibition	bCat nuc transl	bCat nuc transl cell count 5 µM	MT stabilizer	MT stabilizer Hoechst-high %	MT stabilizer cytotoxicity %
Cc1ccc(-c2nnc(Nc3ccc4c(c3)OCO4)c3ccccc23)cc1S(=O)(=O)NC(C)C	i	40.3	5.5	592	1.37	-0.0421	1.11	-0.946	i	0.2	-0.66	1307	1.2	18.9%	2.1	1001	5.1	3.3	11.6
O=C(/C=C/c1cccc([N+](=O)[O-])c1)NCc1ccccc1	i	45.2	-6.7	675	1.36	-0.333	0.18	-1.52	i	0.4	-0.16	1283	0.9	-7.7%	-1.2	1054	3.7	2.3	7.9
CCc1nn2c(N(C)CCO)cc(C)nc2c1-c1ccc(F)cc1	i	21.3	3.0	639	0.978	-0.0812	0.447	-1.8	i	0.1	-0.3	1512	1.1	5.7%	0.0	1013	1.8	2.0	8.8
Cc1cc(C(=O)NCc2cc(C(=O)O)co2)co1	i	41.8	5.6	698	-0.106	-0.262	-0.606	0.873	i	0.3	0.72	1242	1.1	-13.4%	-2.5	1119	3.0	2.3	5.7
CCOc1ccccc1-n1c(SCC(N)=O)nnc1-c1ccc(O)cc1	x	x	x	x	-0.734	-0.227	-0.264	0.857	i	0.7	0.32	1354	1	-4.6%	3.9	1379	2.1	2.5	5.7
CC(C)(C)N1C(=O)c2ccccc2NC(=O)N1Cc1ccc(Br)cc1	i	52.2	17.4	748	0.285	-0.115	0.544	0.0672	i	1.1	x	x	1.1	8.6%	-7.8	1256	1.7	1.8	6.1
CC(=O)N(c1cccc(Br)c1)C1C=CS(=O)(=O)C1 (stereo not drawn)	i	33.1	12.4	788	-0.543	-0.229	-0.206	-0.251	i	5.0	0.03	1292	1.1	12.5%	4.2	1122	3.2	1.8	7.4
COc1ccccc1NC(=O)Cn1nnc(C(=O)NCCc2ccccc2)c1N	i	48.3	-15.4	627	1.42	-0.229	0.704	-0.716	i	0.2	0.22	1632	1	5.9%	-3.3	1028	2.9	1.1	8.0
C=CCn1c(C)cc(C(=O)COc2nncc3ccccc23)c1C	i	23.4	x	x	-0.0528	-0.0308	0.0121	0.562	i	3.1	-0.96	907	1.1	4.9%	1.0	1165	2.3	5.1	5.9
Cc1cc(Oc2ccc([N+](=O)[O-])cc2)nc(N2CCOCC2)n1	i	14.9	-3.5	720	0.218	-0.261	0.0823	0.506	i	0.4	-0.25	1344	x	x	-4.1	1263	x	x	x
